Screening results from PubChem BioAssay.
PME-1 inh – blocks human protein phosphatase methylesterase 1; Q9Y570; recombinant PME-1, FP-Rh probe fluorescence polarization; inhibition, % at 5.9 µM; hit rate 0.53% among 320,000; AID 2130;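 active = inhibition above the campaign mean of all compounds plus 3 SD, cut at about 26% in these data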;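 note: competitive labeling of PME-1 active site by serine hydrolase directed probe; 0% = PME-1 with DMSO and 100% = wells lacking PME-1 enzyme; inhibitors block probe labeling so polarization falls and inhibition rises; many of its hits are not listed in these tables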
Target sequence (Q9Y570 whole entry, looked up): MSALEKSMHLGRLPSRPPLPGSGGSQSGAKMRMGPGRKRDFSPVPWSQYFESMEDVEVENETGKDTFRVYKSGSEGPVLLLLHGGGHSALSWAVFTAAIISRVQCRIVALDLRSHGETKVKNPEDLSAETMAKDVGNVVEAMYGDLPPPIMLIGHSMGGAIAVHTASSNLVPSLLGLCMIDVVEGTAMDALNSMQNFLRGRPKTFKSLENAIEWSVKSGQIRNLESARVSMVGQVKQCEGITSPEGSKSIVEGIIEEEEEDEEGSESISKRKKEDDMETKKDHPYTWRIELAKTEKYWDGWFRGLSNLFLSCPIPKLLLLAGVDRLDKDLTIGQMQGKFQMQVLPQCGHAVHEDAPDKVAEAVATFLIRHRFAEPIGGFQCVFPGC
GSTO1 inh – blocks human GSTO1 in RBBP9 counter-screen; recombinant GSTO1, activity-based probe fluorescence polarization; inhibition, % at 5.96 µM; hit rate 1.1% among 300,000; AID 1974;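 active = inhibition above the campaign mean inhibition plus 3 SD, cut at about 35% in these data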;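 note: 0% = GSTO1-1 with DMSO and 100% = wells lacking GSTO1-1 enzyme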
PAFAH2 inh – inhibitors of human PAFAH2. Q99487. recombinant PAFAH2, FP-rhodamine activity probe, fluorescence polarization. inhibition, % at 3.39 µM. hit rate 0.99% among 340,000;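 active = inhibition above the mean over all tested compounds plus 3 SD, cut at about 30% in these data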;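 note: inhibitors block probe labeling of enzyme so polarization drops; 0% = enzyme with DMSO and 100% = wells lacking PAFAH2 protein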
LYPLA2 counter – counter-screen for PME1 inhibitors: inhibitors of human LYPLA2 | O95372 | recombinant LYPLA2, FP-Rh probe fluorescence polarization | inhibition, % at 5.9 µM | hit rate 0.38% among 320,000 | AID 2177;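 active = inhibition above the screen-wide mean plus 3 SD, limit set per campaign, cut at about 26% in these data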;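 note: 0% = LYPLA2 with DMSO and 100% = wells lacking LYPLA2 enzyme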
LYPLA1 inh – blocks human lysophospholipase 1, a PME1 counter-screen; O75608; recombinant LYPLA1, FP-Rh probe fluorescence polarization; inhibition, % at 5.9 µM; hit rate 0.16% among 320,000; AID 2174;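 active = inhibition above the mean of all tested compounds plus 3 SD, set per campaign, cut at about 14% in these data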;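 note: inhibitors block serine hydrolase probe labeling of LYPLA1 so polarization falls; 0% = enzyme with DMSO and 100% = wells lacking LYPLA1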
PAFAH1B2 inh – blocks human PAF acetylhydrolase 1b catalytic subunit 2; hit rate 1.2% among 340,000; recombinant PAFAH1B2, FP-rhodamine activity probe, fluorescence polarization; inhibition, % at 3.39 µM; P68402;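 active = inhibition above the mean of all tested compounds plus 3 SD, cut at about 24% in these data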;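 note: 0% = enzyme with DMSO and 100% = wells lacking PAFAH1B2; many of its hits are not listed in these tables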
pPAFAH FP inh – inhibitors of human plasma PAF acetylhydrolase (pPAFAH); hit rate 1.5% among 330,000; recombinant pPAFAH, FP-rhodamine probe fluorescence polarization; Q13093; AID 463082; inhibition, % at 3.39 µM;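 active = inhibition above the mean inhibition across the screen plus 3 SD, cut at about 25% in these data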;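 note: inhibitors block binding of the rhodamine activity-based probe so polarization drops; 0% = enzyme with DMSO and 100% = wells lacking pPAFAH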
PAD4 inh – blocks human protein arginine deiminase 4; recombinant PAD4, RCA probe fluorescence polarization; Q9UM07; inhibition, % at 6.36 µM; hit rate 0.41% among 330,000;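 active = percent inhibition above a cutoff equal to the mean of all tested compounds plus 3 SD, cut at about 15% in these data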;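 note: 0% = PAD4 with RCA probe and DMSO and 100% = probe without PAD4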
Target sequence (Q9UM07 whole entry, looked up): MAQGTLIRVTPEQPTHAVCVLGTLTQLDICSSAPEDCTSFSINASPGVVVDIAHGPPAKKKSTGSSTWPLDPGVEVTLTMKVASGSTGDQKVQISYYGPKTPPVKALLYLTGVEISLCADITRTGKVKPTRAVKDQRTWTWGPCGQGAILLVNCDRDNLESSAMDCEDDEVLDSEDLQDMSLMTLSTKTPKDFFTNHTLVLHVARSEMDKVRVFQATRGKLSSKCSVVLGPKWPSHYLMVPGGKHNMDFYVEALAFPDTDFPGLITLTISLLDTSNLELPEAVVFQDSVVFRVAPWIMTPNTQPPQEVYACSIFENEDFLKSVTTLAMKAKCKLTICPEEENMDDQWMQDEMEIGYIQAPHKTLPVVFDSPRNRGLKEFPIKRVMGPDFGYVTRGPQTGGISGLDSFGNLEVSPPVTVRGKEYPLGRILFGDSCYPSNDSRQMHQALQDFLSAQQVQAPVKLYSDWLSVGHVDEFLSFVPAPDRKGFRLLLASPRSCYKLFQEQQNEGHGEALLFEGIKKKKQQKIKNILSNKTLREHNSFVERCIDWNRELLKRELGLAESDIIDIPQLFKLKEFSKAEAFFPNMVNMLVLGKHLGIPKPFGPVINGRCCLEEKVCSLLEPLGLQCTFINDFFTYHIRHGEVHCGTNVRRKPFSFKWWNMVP
PAFAH1B3 inh – inhibitors of human PAFAH1B3; AID 492972; Q15102; hit rate 0.28% among 340,000; inhibition, % at 3.39 µM; recombinant PAFAH1B3, FP-rhodamine probe, fluorescence polarization;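 active = inhibition above the screen-wide average of all tested compounds plus 3 SD, cut at about 25% in these data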;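 note: 0% = enzyme with DMSO only and 100% = wells lacking PAFAH1B3 protein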
Numbers without * were called inactive; x = no result given.

SMILES	PME-1 inh	GSTO1 inh	PAFAH2 inh	LYPLA2 counter	LYPLA1 inh	PAFAH1B2 inh	pPAFAH FP inh	PAD4 inh	PAFAH1B3 inh
CCCC(=O)N(Cc1cc(=O)[nH]c2ccccc12)c1cccc(C)c1	3	-5	3	0	-4	7	4	22*	0
O=S(=O)(NCc1ccco1)c1ccc(Cl)s1	x	x	7	x	x	4	-3	1	2
COc1ccc(CSc2ccc(S(=O)(=O)N3CCCCC3)cn2)cc1F	10	x	1	11	3	1	-2	2	-4
O=C(NC(=S)Nn1cnc2c(cnn2-c2ccccc2)c1=O)c1ccccc1	-2	9	-9	0	-2	-6	1	6	-5
COc1ccc(OCC(=O)NCCCN2CCOCC2)cc1	-4	4	-3	0	-2	0	-4	-5	-1
O=C(Cc1ccc([N+](=O)[O-])cc1)N1N=C(c2ccncc2)CC1(O)C(F)(F)F (stereo not given)	-3	1	-1	1	1	0	4	-5	6
CS(=O)(=O)N(Cc1ccc(Cl)cc1)c1ccc(C(=O)N2CCN(c3ccccc3)CC2)cc1	7	1	6	9	-4	8	7	2	4
O=C1NC(=Nc2cccnc2)S/C1=C/c1ccc(F)cc1	0	0	x	-2	2	x	7	-2	x
Cc1ccccc1C(=O)N1CCCC(CCC(=O)N2CCN(c3ccccn3)CC2)C1 (stereo not given)	-9	-1	-7	8	-1	-3	9	4	-5
COc1ccc(-c2cc(-c3ccccc3)nc(N3CCCC3)n2)cc1OC	-9	2	-6	-5	-6	-2	0	-4	1
c1ccc(-n2ncc3c(N4CCC5(CC4)OCCO5)ncnc32)cc1	-3	0	-4	4	0	2	5	5	6
COc1ccccc1C(CNC(=S)NCc1ccccc1)N1CCCC1 (stereo not given)	4	11	3	2	3	-1	-1	0	8
COCCNC(=O)Nc1ccc2nc(-c3cccs3)c(-c3cccs3)nc2c1	10	-21	-12	-29	-17	-3	2	2	21
NS(=O)(=O)c1cccc(NC(=O)c2cccnc2Oc2ccccc2)c1	-3	-4	2	0	1	3	9	-2	11
CCNS(=O)(=O)c1ccc(NC(=O)c2ccccc2SCCOC)cc1	5	-1	0	2	-2	1	-2	0	0
O=C(Nc1cccc(C(F)(F)F)c1)C1C2CC3OC(=O)C1C3C2 (stereo not given)	-1	9	-18	-1	2	4	4	2	5
Cc1cccc(-c2oc3ccc(-c4ccc5c(c4)OCO5)cc3c2C#Cc2cncn2C)c1	-9	x	-5	-15	-7	4	6	1	5
O=[S@]1Oc2ccccc2-c2ccccc21	-1	-5	-1	3	1	-3	-2	10	6
COc1ccc(-c2c(C(F)(F)F)nn(C)c2NC(=O)CSCC(=O)O)cc1	-1	-2	x	2	0	x	5	1	x
Cc1onc(-c2ccccc2)c1C(=O)Nc1cccc(C#N)c1	2	6	1	-7	-3	-2	1	4	6
COc1cc(/C=C(\C#N)C(=O)Nc2cc(C(F)(F)F)ccc2Cl)ccc1OCC(=O)Nc1cccc(C(F)(F)F)c1	14	3	-8	6	2	1	2	-2	1
CCCN(CC1CC1)c1nc(N)c(C#N)c(CC#N)c1C#N	-4	-7	-3	2	1	17	0	-5	5
CCOc1ccc(S(=O)(=O)N(C)C2CCCCC2)cc1	6	0	3	4	2	9	2	2	0
COc1ccc(CNC(=O)c2cc(=O)c3cc(C)cc(C)c3o2)cc1	-4	0	-5	-2	-2	-1	7	3	3
O=C(NC1CCCC1)C(c1ccc(Cl)cc1)N(Cc1ccc(F)cc1)C(=O)CCl (stereo not given)	-7	13	7	0	4	18	5	1	10
COc1cc(/C=N/Nc2ccccn2)cc(OC)c1O	3	19	8	3	4	2	6	-1	-1
O=C(NN=C1CCCC1)c1[nH]c2ccc(Br)cc2c1-c1ccccc1	-14	0	x	-16	-12	x	11	-1	x
CCOc1cc(N2CCOCC2)c(OCC)cc1NC(=O)CN1CCSC1=O	3	x	7	10	2	2	1	0	-1
COc1cc(/C=N/Nc2nn3cnnc3c3ccccc23)cc(OC)c1OC	-29	-33	-5	-7	1	6	8	-8	5
O=[N+]([O-])c1ccc(N2CCSCC2)cc1	-2	-14	-3	-1	-4	8	1	-1	4
CCc1ccc(OCC(=O)N/N=C2\CC(=O)c3ccccc32)cc1	2	61*	-1	-1	-5	7	24	25*	12
CC(=O)Nc1nn(C)c2nc(C)cc(C)c12	2	2	2	-8	1	-2	1	0	4
Cc1cc(C)c2nc(-c3cccc(Cl)c3)c(C)c(C(=O)N3CCOCC3)c2c1	-7	-2	0	4	0	5	0	-4	5
CC(C)CCN1CCN(Cc2ccc(Oc3ncccn3)cc2)CC1CCO (stereo not given)	-3	-3	-4	3	-2	8	2	0	9
Cc1cc(NC(=O)CN2C(=O)c3ccccc3C2=O)no1	-4	11	4	3	2	3	1	3	7
Cc1noc(C)c1COc1ccc(C(=O)N2CCN(S(=O)(=O)c3cccc(F)c3)CC2)cc1	x	x	-4	x	x	5	1	2	6
O=C(OCC(=O)N1CCc2ccccc2C1)c1ccc(F)cc1Cl	x	x	2	x	x	5	-2	-1	8
O=C1/C(=C\c2ccsc2)NC(=S)N1c1ccccc1	-3	1	7	-2	-1	2	-1	0	6
CCOc1ccc(N2C(=O)CC(SCc3nc4ccccc4[nH]3)C2=O)cc1 (stereo not given)	3	1	-9	3	0	7	-1	1	4
O=C(O)/C=C/C(=O)Nc1cccc(C(F)(F)F)c1	-1	0	-4	-1	-5	-2	1	3	9
COCCn1c(=S)[nH]c2cc(C(=O)N(CCO)Cc3ccccc3)ccc2c1=O	-2	12	2	1	0	0	-2	2	8
O=S1(=O)N=C(N(CCO)/N=C/c2ccncc2)c2ccccc21	-1	2	8	3	2	0	2	1	7
CCNC(=O)CC1C(=O)N(c2ccc(F)cc2)C(=O)N1Cc1ccccn1 (stereo not given)	0	9	4	0	-1	5	4	-4	4
Cc1cc(C)cc(C(=O)OCC(=O)Nc2ncccn2)c1	2	x	3	5	0	-1	5	-3	3
COc1ccc(/C=N/n2cnn(Cc3ccccc3Cl)c2=S)cc1	-2	-2	1	-4	1	0	0	2	-1
COc1ccccc1CCN=C(N)NS(=O)(=O)c1ccccc1F	4	15	-4	4	0	1	1	5	10
CC(=O)NCCC(=O)Nc1cc(S(=O)(=O)N2CCOCC2)ccc1Oc1ccccc1	-2	0	-2	-8	-3	-6	2	-1	7
Cn1c(C(=O)N2CCOCC2)cc2c(=O)n3ccccc3nc21	2	1	16	0	-2	-2	4	2	6
c1ccc(Cn2nnnc2C(c2ccccn2)N2CCN(c3ccccc3)CC2)cc1 (stereo not given)	2	4	4	-4	0	1	1	-2	7
CCN(CC)S(=O)(=O)c1ccc(C)c(NC(=O)CSc2ncc(C(F)(F)F)cc2Cl)c1	2	2	-9	-6	-3	-6	3	-2	7
CSc1ccc(C(=S)N2CCCCCC2)cc1	1	0	5	0	-2	-3	-3	-1	2
Cc1cnc(C(=O)OCC(=O)Nc2ncc(Cl)cc2Cl)cn1	-3	x	11	2	1	7	3	-2	0
CN(Cc1ccccc1)C(=O)COC(=O)c1cc(=O)c2ccccc2o1	x	x	-7	x	x	3	4	-3	8
CC(C)(C)c1nc2ccccc2c(=O)n1N1C(=O)c2ccccc2C1=O	-2	-3	-1	2	-2	6	4	4	7
O=C(N/N=C/c1ccc2c(c1)OCO2)c1ccc2c(c1)OCCO2	-5	3	15	3	-4	-7	4	-8	3
O=S(=O)(NCc1ccccc1F)NCc1ccccc1F	1	0	4	6	5	-2	3	1	5
c1ccc2c(c1)[nH]c1c(NCC3CCCO3)ncnc12 (stereo not given)	9	4	4	-3	-2	1	5	-3	3
O=C(/C=C/c1ccco1)NC(=S)Nc1ccccc1O	6	22	x	-12	-6	x	23	-3	x
CCC(C)Sc1cc(C)c(C#N)c2nc3ccccc3n12 (stereo not given)	1	-15	-10	-2	-2	6	8	-2	-1
CCN(CC(=O)N1CCCCCC1)S(=O)(=O)c1ccc(Cl)cc1	2	0	2	5	2	1	0	-5	-1
Next part
SMILES	PME-1 inh	GSTO1 inh	PAFAH2 inh	LYPLA2 counter	LYPLA1 inh	PAFAH1B2 inh	pPAFAH FP inh	PAD4 inh	PAFAH1B3 inh
O=C(COC(=O)/C=C/c1ccc(Cl)cc1)Nc1ccc2[nH]c(=O)[nH]c2c1	-16	-2	-30	-13	-12	-13	-5	-3	-5
O=C(Nc1ccc(C(=O)N2CCOCC2)cc1)Nc1cccc2ccccc12	1	3	0	2	-5	3	-4	-4	5
COc1ccc(N/C=C(\C(C)=O)c2ccc(OC)c(OC)c2)cc1OC	-1	-2	1	3	5	3	1	-3	13
CCOC(=O)C(NCc1ccccn1)(NC(=O)c1cccnc1)C(F)(F)F (stereo not given)	-2	3	4	-4	-2	-3	-3	-2	4
CCCCCCCCN1[C@@H](CC(=O)O)c2cc(C(F)(F)F)ccc2S1(=O)=O	7	2	7	2	3	27*	8	1	10
O=C(Nc1nc(-c2ccc(F)cc2)cs1)c1ccc(N2C(=O)CCC2=O)cc1	-4	-1	0	-4	-3	-3	2	-3	9
O=C(c1ccc2[nH]c(=O)c(=O)[nH]c2c1)N1CCN(c2ccccc2)CC1	-1	5	6	-21	-3	4	9	1	1

10 of the compounds above, as a markdown table.
| compound | PME-1 inh | GSTO1 inh | PAFAH2 inh | LYPLA2 counter | LYPLA1 inh | PAFAH1B2 inh | pPAFAH FP inh | PAD4 inh | PAFAH1B3 inh |
| --- | --- | --- | --- | --- | --- | --- | --- | --- | --- |
| Cc1noc(C)c1COc1ccc(C(=O)N2CCN(S(=O)(=O)c3cccc(F)c3)CC2)cc1 | x | x | -4 | x | x | 5 | 1 | 2 | 6 |
| O=C(OCC(=O)N1CCc2ccccc2C1)c1ccc(F)cc1Cl | x | x | 2 | x | x | 5 | -2 | -1 | 8 |
| O=C1/C(=C\c2ccsc2)NC(=S)N1c1ccccc1 | -3 | 1 | 7 | -2 | -1 | 2 | -1 | 0 | 6 |
| CCOc1ccc(N2C(=O)CC(SCc3nc4ccccc4[nH]3)C2=O)cc1 (stereo not given) | 3 | 1 | -9 | 3 | 0 | 7 | -1 | 1 | 4 |
| O=C(O)/C=C/C(=O)Nc1cccc(C(F)(F)F)c1 | -1 | 0 | -4 | -1 | -5 | -2 | 1 | 3 | 9 |
| COCCn1c(=S)[nH]c2cc(C(=O)N(CCO)Cc3ccccc3)ccc2c1=O | -2 | 12 | 2 | 1 | 0 | 0 | -2 | 2 | 8 |
| O=S1(=O)N=C(N(CCO)/N=C/c2ccncc2)c2ccccc21 | -1 | 2 | 8 | 3 | 2 | 0 | 2 | 1 | 7 |
| CCNC(=O)CC1C(=O)N(c2ccc(F)cc2)C(=O)N1Cc1ccccn1 (stereo not given) | 0 | 9 | 4 | 0 | -1 | 5 | 4 | -4 | 4 |
| Cc1cc(C)cc(C(=O)OCC(=O)Nc2ncccn2)c1 | 2 | x | 3 | 5 | 0 | -1 | 5 | -3 | 3 |
| COc1ccc(/C=N/n2cnn(Cc3ccccc3Cl)c2=S)cc1 | -2 | -2 | 1 | -4 | 1 | 0 | 0 | 2 | -1 |

An excerpt. The share of hits here may be higher or lower than overall.
